Source: PubChem BioAssay
MITF primary: MITF inhibitors, primary screen, biochemical, AlphaScreen, human; AID 1259374, 2018; inhibition, % at 2.6 µM; Microphthalmia-associated transcription factor (Homo sapiens), O75030; 650,000 tested, 0.91% active; AlphaScreen MITF homodimerization, bead proximity signal; in the data active means inhibition above about 50%;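 further: 0% = vehicle wells with protein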
TEAD-YAP inh: TEAD-YAP interaction inhibition, primary screen, TEAD-YAP interaction inhibitor project, luminescence, HEK-TIYL cells; TEAD-Gal4/YAP UAS-luciferase luminescence; inhibition, % at 9.12 µM; 640,000 tested, 1.4% active; in the data active means inhibition above about 32%;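 further: 0% = median of test compound wells and 100% = reference inhibitor wells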
FBW7 act: FBW7 E3 ligase activators, primary screen, biochemical, AlphaScreen, human; F-box/WD repeat-containing protein 7 (Homo sapiens), Q969H0; AlphaScreen FBW7–phospho-cyclin E peptide binding, activator screen; normalized activity (activation), % at 26.1 µM; 650,000 tested, 0.13% active; AID 1259310, 2017; in the data active means normalized activity above about 1.9%;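 further: purified mutant Fbw7 with reduced substrate affinity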
Target sequence (Q969H0 whole entry, looked up): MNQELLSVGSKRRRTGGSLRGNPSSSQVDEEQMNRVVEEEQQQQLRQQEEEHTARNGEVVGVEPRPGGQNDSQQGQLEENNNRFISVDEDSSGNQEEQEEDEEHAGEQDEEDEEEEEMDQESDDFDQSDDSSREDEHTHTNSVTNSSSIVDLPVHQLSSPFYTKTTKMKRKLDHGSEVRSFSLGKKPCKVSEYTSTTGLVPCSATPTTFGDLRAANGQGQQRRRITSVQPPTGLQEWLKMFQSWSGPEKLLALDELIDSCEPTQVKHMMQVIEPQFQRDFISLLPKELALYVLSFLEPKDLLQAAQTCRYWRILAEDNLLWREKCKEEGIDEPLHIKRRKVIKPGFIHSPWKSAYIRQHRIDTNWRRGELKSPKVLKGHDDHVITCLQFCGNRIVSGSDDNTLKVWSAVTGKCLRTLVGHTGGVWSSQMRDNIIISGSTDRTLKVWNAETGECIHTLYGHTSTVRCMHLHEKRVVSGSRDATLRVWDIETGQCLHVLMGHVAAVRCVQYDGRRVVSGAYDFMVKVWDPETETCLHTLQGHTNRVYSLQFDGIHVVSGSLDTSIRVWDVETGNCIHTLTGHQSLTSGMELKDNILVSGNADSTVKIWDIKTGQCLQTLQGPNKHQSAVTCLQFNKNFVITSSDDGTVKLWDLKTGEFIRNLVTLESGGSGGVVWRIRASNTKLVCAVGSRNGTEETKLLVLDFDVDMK
GPR151 ag: activators of human GPR151, primary screen, cell-based, PathHunter beta-arrestin, luminescence | G-protein coupled receptor 151 (Homo sapiens), Q8TDV0 | PathHunter beta-arrestin GPR151 cells | activation, % at 11.2 µM | 650,000 tested, 1% active | AID 1508602, 2020; in the data active means activation above about 4.9%;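 further: 0% = median of compound wells and 100% = cells with positive control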
Target sequence (Q8TDV0 whole entry, looked up): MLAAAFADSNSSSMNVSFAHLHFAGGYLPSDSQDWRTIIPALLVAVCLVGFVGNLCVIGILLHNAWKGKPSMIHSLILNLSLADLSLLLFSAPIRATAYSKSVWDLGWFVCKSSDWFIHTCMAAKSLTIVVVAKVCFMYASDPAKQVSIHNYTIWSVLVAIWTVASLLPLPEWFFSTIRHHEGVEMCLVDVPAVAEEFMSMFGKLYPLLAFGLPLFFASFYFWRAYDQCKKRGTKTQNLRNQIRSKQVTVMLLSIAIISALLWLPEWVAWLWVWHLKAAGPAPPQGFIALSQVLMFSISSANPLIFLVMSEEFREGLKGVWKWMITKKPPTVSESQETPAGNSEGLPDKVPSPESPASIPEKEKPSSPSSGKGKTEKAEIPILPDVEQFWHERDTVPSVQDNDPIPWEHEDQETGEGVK
An asterisk follows results filed as active; & = joins results of further samples.

SMILES	MITF primary	TEAD-YAP inh	FBW7 act	GPR151 ag
CC1Oc2ccccc2N(Cc2ccccn2)C1=O (stereo not given)	17	2	0.0	0.3
COC(=O)c1ccc(COC(=O)/C=C/c2ccc(OC(F)F)cc2)o1	16	5	0.4	-0.3
O=C(NCC1CCN(C2CCCC2)CC1)c1ccc(F)cc1	25	1	0.6	1.7
COC(=O)c1cccc(NC(=O)/C=C/c2ccccc2)c1	-1	-39	-0.1	-1.4
Cc1ccc(C2=NS(=O)(=O)N(C)C(C(=O)N3CCCc4ccccc43)=C2)cc1	-7	-1	-0.1	0.2
Cc1ccc(S(=O)(=O)c2nc(N3CCOCC3)sc2Cl)cc1	16	8	0.5	0.8
O=C(COC(=O)c1cccc(N2C(=O)C3C4C=CC(C4)C3C2=O)c1)c1ccc([N+](=O)[O-])cc1 (stereo not given)	9	8	0.5	-0.7
COc1ccc(C2=NN(CN3C(=O)C(=O)c4cc(Br)ccc43)C(c3ccccc3)C2)cc1 (stereo not given)	27	-97	0.1	-1.7
COC(=O)c1c(NC(=O)CSc2nc(C)nc3sc4c(c23)CCC4)sc2c1CCC2	-5	-4	-0.1	0.3
CCOC(=O)Cn1c(-c2ccc(Cl)cc2)csc1=Nc1ccc(F)cc1	3	0	-0.1	0.2
CC(C)N1CCc2c(sc(NC(=O)c3ccc(S(=O)(=O)N(C)C)cc3)c2C#N)C1	20	3	0.1	2.5
Cc1sc2ncnc(N(C)C3CCCCC3)c2c1S(=O)(=O)N1CCC(C)CC1	17	3	0.0	0.0
C=CCc1cccc(O)c1/C=N/c1sc(C)c(C)c1C(N)=O	17	-3	0.1	0.1
O=c1c2ccccc2ncn1CCCCOc1ccccc1Cl	19	-13	0.5	-1.3
CCCOc1ccc(NC(=O)C2CC(=O)N(CCNc3ccc([N+](=O)[O-])cn3)C(=Nc3ccc(Cl)cc3)S2)cc1 (stereo not given)	5	5	-0.1	1.4
C[C@H](N)[C@H](O)c1cccc(O)c1	4&16	0	-0.1&0.3	0.4&-0.3
Cc1nc(N2CCN(C(=O)Nc3ccccc3Cl)CC2)c2c3c(sc2n1)CCCC3	14	-4	0.3	0.0
CC(=O)Nc1nc(C23CC4CC(CC(C4)C2)C3)c(C)s1	15	3	0.2	-0.8
Cc1nnc(NC(=O)C2CCCN2S(=O)(=O)c2ccc(Cl)cc2)s1 (stereo not given)	-7	-9	-0.1	-0.6
CCOc1cccc2cc(C(N)=O)c(=Nc3ccc(C)cc3)oc12	-8	-10	0.0	2.9
COCCCNC(=O)c1ccc(C)c(N2CCCC2=O)c1	1	6	0.1	0.9
COc1ccc(CC(=O)N/N=C/c2cc([N+](=O)[O-])cc(Br)c2O)cc1	-3	5	-0.1	-0.7
CC(=O)NC(Cc1ccccc1C)C(=O)NC1CCN(c2nc(C)cc(C)c2C#N)CC1 (stereo not given)	-4	0	0.0	0.8
CC1(C)CC(=O)C2=C(C1)Nc1ccccc1N(C(=O)c1ccccc1)C2c1ccc(Br)cc1 (stereo not given)	6	5	-0.1	0.3

Among those listed so far, these contain bromine.
SMILES	MITF primary	TEAD-YAP inh	FBW7 act	GPR151 ag
COc1ccc(C2=NN(CN3C(=O)C(=O)c4cc(Br)ccc43)C(c3ccccc3)C2)cc1 (stereo not given)	27	-97	0.1	-1.7
COc1ccc(CC(=O)N/N=C/c2cc([N+](=O)[O-])cc(Br)c2O)cc1	-3	5	-0.1	-0.7
CC1(C)CC(=O)C2=C(C1)Nc1ccccc1N(C(=O)c1ccccc1)C2c1ccc(Br)cc1 (stereo not given)	6	5	-0.1	0.3

The list continues.
SMILES	MITF primary	TEAD-YAP inh	FBW7 act	GPR151 ag
CCOC(=O)C1CCN(C(=O)c2ccc(C(=O)N3CCC(C(=O)OCC)CC3)cc2)CC1	1	4	0.1	3.0
Cc1ccc2oc(-c3ccc(C(=O)O)cc3)c(O)c(=O)c2c1	2	-68	-0.1	-1.6
C=CCNC(=O)C1CCCN(c2cccc3c2C(=O)N(c2ccc(OC)c(OC)c2)C3=O)C1 (stereo not given)	29	-19	0.1	0.8
CN(C)c1ccc(-c2nc3cnccn3c2NCc2ccc3c(c2)OCO3)cc1	-1	-49	0.0	-0.9
FC(F)(F)c1cccc(CNc2nc(Nc3ccncn3)nc3c2ncn3C2CCCCC2)c1	1	-16	-0.1	0.0
COCCn1nnnc1CN1CCCC(c2[nH]ncc2-c2ccncc2)C1 (stereo not given)	-5	0	0.3	-1.3
O=C(CSc1nnc2sc3ccccc3n12)c1ccc2c(c1)OCO2	1	16	-0.1	0.1
COc1ccc(NC(=O)c2ccccc2Cl)cc1Cl	-2	-35	0.0	-6.5
COCCNC(=O)c1ccc(CS(=O)(=O)c2cccc(C(F)(F)F)c2)o1	28	-6	0.1	-0.2
O=C(NCCCN1CCCC1=O)c1ccnc(NCc2cccnc2)c1	13	-6	0.6	-0.8
COC(=O)Nc1ccc(S(=O)(=O)N2CCCCC2)cc1	-8	-6	-0.2	4.5
Cc1csc(Sc2ccc([N+](=O)[O-])cc2C(=O)OCC(=O)Nc2cc(C)on2)n1	13	-2	0.0	0.2

Grouped by structure: the entries above containing a furan ring, fused or not.
SMILES	MITF primary	TEAD-YAP inh	FBW7 act	GPR151 ag
COC(=O)c1ccc(COC(=O)/C=C/c2ccc(OC(F)F)cc2)o1	16	5	0.4	-0.3
COCCNC(=O)c1ccc(CS(=O)(=O)c2cccc(C(F)(F)F)c2)o1	28	-6	0.1	-0.2

Following part:
SMILES	MITF primary	TEAD-YAP inh	FBW7 act	GPR151 ag
CCOC(=O)c1cnc2c(OC)cccc2c1Nc1cc(Cl)ccc1OC	12	2	0.0	0.3
O=C(Nc1ccc(OCc2ccccc2)cc1)c1cncc(Br)c1	10	-4	0.2	0.7
COc1cccc(CSc2nncn3c2cc2oc(C)cc23)c1	6	-5	24*	-0.7
CC(=O)Nc1nc2cc(C)c(C)cc2[nH]1	11	-13	0.1	-6.3
COCCN1C(=O)CC(=O)NC1=S	6	7	0.0	-1.1
O=C(N/N=C\c1ccc(Cl)cc1Cl)c1ccc([N+](=O)[O-])cc1	-7	1	0.0	2.3
COc1ccc2nc(NC(=O)c3sc4ncn(C)c(=O)c4c3C)sc2c1	10	-2	0.4	-0.5
CN(C)c1nc2ccccc2cc1CN1CCc2c(nc(N3CCCC3)[nH]c2=O)C1	-7	-8	0.3	0.1
CCOc1ccc(NC(=O)CSc2nnc(-c3ccc(Cl)cc3)c(-c3ccc(Cl)cc3)n2)cc1	9	11	-0.1	-0.1
COc1ccc(CNS(=O)(=O)c2cc(C(=O)Nc3ccc(Oc4ccccc4)cc3)ccc2F)cc1	33	6	0.1	0.6
CCCn1c(C)cc(=O)c2cc([N+](=O)[O-])ccc21	15	1	-0.1	11*
Cc1ccc(Cl)cc1N1CCN(Cc2nc(-c3ccccn3)no2)CC1	0	11	0.2	0.3
O=C(O)CC1(c2cccc3ccccc23)C(=O)c2ccccc2C1=O	5	1	0.3	-0.4
Cc1oc(-c2ccc(C(=O)O)cc2)nc1COc1ccccc1	0	-28	0.2	-2.2
CC1=C(C(=O)NCc2ccccc2)C(c2cccc([N+](=O)[O-])c2)C(C(=O)NCc2ccccc2)=C(C)N1	-7	11	0.0	0.6
O=C(O)c1cnn2cc(CCO)cnc12	-2	6	-0.4	1.1
CN(C)c1ccc(C(N2CCCCC2)P(=O)(N2CCCCC2)N2CCCCC2)cc1 (stereo not given)	-9	-11	0.0	0.7
COc1ccccc1NC(=O)N1CCc2nc3c(C)cccn3c(=O)c2C1	8	2	0.2	-0.6
O=S(=O)(Nc1ccc2c(c1)oc1ccccc12)c1ccc2oc3ccccc3c2c1	-9	4	0.1	0.8
O=[N+]([O-])c1ccc(-n2nncc2-c2ccccc2)cc1	-1	-19	-0.2	0.0
O=C(O)COc1ccc(-c2cc(C(=O)O)c3ccccc3n2)cc1	-4	-2	-0.1	1.5
CC(=O)Nc1ccc(-n2c(C)cc(/C=C(\C#N)C(=O)Nc3ccc(F)cc3)c2C)cc1	21	-14	0.3	-1.4
O=C(Nc1nnc(C2=COCCO2)o1)C1COc2ccccc2O1 (stereo not given)	9	-11	-0.3	-4.2
Cc1ccc(C(C)C)c(Oc2ccc(Cl)cc2NC(=O)c2cc(Cl)cc(Cl)c2O)c1	-2	4	-0.1	-0.8
C/C(Cl)=C/Cn1c(NCc2ccccc2)nc2c1c(=O)n(C)c(=O)n2C	-6	1	-0.1	0.5
COc1cccc(NC(=O)CCNC(=O)Cn2cnc3sc4c(c3c2=O)CCCC4)c1	4	2	0.1	0.1
Cc1ccc(CNC(=O)COc2cccc3ccccc23)cc1	12	-6	-0.1	0.8
COc1ccccc1NS(=O)(=O)c1cc(NC(=O)CCC(C)=O)ccc1N1CCCC1	8	5	0.1	0.2
COC(=O)c1ccc(CSc2nnc(N)s2)o1	-5	-10	0.1	-0.2
O=C(Nc1ccc(O)c(-c2nc3ccccc3o2)c1)c1ccc([N+](=O)[O-])cc1	14	3	0.3	-0.8
CCCCNC(=O)C(=O)NCC1OCCCN1S(=O)(=O)c1cc(F)ccc1F (stereo not given)	6	-6	0.0	0.5
O=C(CSCc1ccccc1Cl)NNC(=O)c1cccnc1	-8	0	-0.3	-0.8
Clc1ccc(C(c2ccccc2)N2CCN(c3ncnc4c3cnn4-c3ccc(Cl)cc3)CC2)cc1 (stereo not given)	13	-4	-0.1	0.3
COc1cc(/C=C2/SC(N)=NC2=O)ccc1OC(=O)c1ccc([N+](=O)[O-])cc1	4	-1	0.0	0.0
Cc1cccc(NC(=O)c2ccc(NC(=O)c3ccccc3Br)cc2)c1C	-12	-3	-0.1	-0.3
CCN=C1SC(C(=O)Nc2cc(Cl)cc(Cl)c2)CC(=O)N1CC (stereo not given)	-4	1	0.1	0.6
COc1cc(C2C3=C(Nc4c2c(=O)n(C)c(=O)n4C)c2ccccc2C3=O)ccc1O (stereo not given)	-7	-6	0.1	-0.1
Cc1ccc(-n2nc(C)cc2NC(=O)CCl)cc1	3	9	0.2	-0.8
O=C(Nc1nc(-c2cccnc2)cs1)c1cc(Cl)sc1Cl	-3	-13	0.0	0.9
CS(=O)(=O)N1CCCC(C(=O)Nc2c3c(nn2-c2ccccc2)CCC3)C1 (stereo not given)	-1	1	0.7	-0.3
CCOC(=O)c1sc(Nc2ccc(C)cc2)c(C(=O)NCc2ccco2)c1N	-7	4	-0.3	-2.5
COC(=O)c1cccc(I)c1C(=O)OC	0	-2	0.0	2.1
CCc1ccc(CN2CCc3nnc(CCNC(=O)COc4ccccc4)n3CC2)cc1	-4	12	-0.1	0.2
COc1ccc(-c2nc(SC(C)C(=O)O)c3c(=O)n(C)c(=O)n(C)c3n2)cc1 (stereo not given)	12	-1	0.5	-0.4
O=C(CNC(=O)c1cccc(F)c1)N/N=C/c1cc(Br)ccc1O	7	10	-0.6	0.9
CN(CCN1CCCCC1)C(=O)CCc1nnc(-c2ccc3c(c2)OCO3)o1	9	-10	-0.1	0.3
Nc1nnnn1/N=C/c1cn(-c2ccccc2)nc1-c1ccccc1	-2	-4	0.0	0.4
Cc1ccc(-c2c(NC3CCCCCC3)c(=O)c2=O)cc1	2	3	0.0	-0.8

Compound profiles, from the list above. Screens in order: MITF primary	TEAD-YAP inh	FBW7 act	GPR151 ag
CN(CCN1CCCCC1)C(=O)CCc1nnc(-c2ccc3c(c2)OCO3)o1 is listed with 9	-10	-0.1	0.3
Cc1ccc(-c2c(NC3CCCCCC3)c(=O)c2=O)cc1 is listed with 2	3	0.0	-0.8
CCc1ccc(CN2CCc3nnc(CCNC(=O)COc4ccccc4)n3CC2)cc1 is listed with -4	12	-0.1	0.2

(cont.)
SMILES	MITF primary	TEAD-YAP inh	FBW7 act	GPR151 ag
CCSc1nnc(NC(=O)c2csc3ccccc23)s1	21	-6	0.0	-2.4
Cc1cccc(C)c1NC(=O)C1(N(CC(C)C)C(=O)Cn2nnnc2N)CCCCC1	12	3	0.0	0.0
C=CCN1C(=O)/C(=C2\SC(N3CCCCC3)=NC2=O)c2cc(Br)ccc21	4	1	-0.1	4.0
O=C(CN1CCSc2ccccc21)NCc1ccccc1	4	-18	0.1	1.2
CC(C)n1cnc2c(NCCN3CCOCC3)nc(N3CCN(Cc4ccc5c(c4)OCO5)CC3)nc21	14	-2	0.0	-0.9
Cc1ccc(S(=O)(=O)Nc2ccc(O)c(Cl)c2)cc1	-16	12	-0.1	-1.7
COc1ccc(S(=O)(=O)NCCOC23CC4CC(CC(C4)C2)C3)cc1OC	0	-12	0.6	0.4
CC(=O)N[C@@H]1c2ccccc2C2(CCN(C(=O)C3=CCCC3)CC2)[C@H]1OCc1ccncc1	8	-1	0.0	-1.4
Cc1ccc(NC(=O)CN2C(=O)CC(C)(C)S(=O)(=O)c3ccccc32)cc1C	-7	-4	-0.1	2.2
CCN=C1SC(CC(=O)Nc2ccc(C)cc2)C(=O)N1CC (stereo not given)	2	-2	0.7	1.6
FC(F)(F)c1ccc(Cn2cnc3c(NCCN4CCOCC4)nc(-c4ccc(N5CCOCC5)nc4)nc32)cc1	-5	6	-0.1	-0.3
COc1ccc(N=c2sc(C3=c4ccccc4=NC3=O)c(O)n2-c2ccc(OC)cc2)cc1	-4	0	-0.2	1.4
Cc1cccc(C)c1NC(=O)C(c1ccc(Cl)cc1)N(Cc1ccco1)C(=O)c1ccc(-n2cnnn2)cc1 (stereo not given)	-1	41*	-0.1	0.7
CCN(CC)S(=O)(=O)c1ccc(NC(=O)C(F)(F)F)cc1	8	-6	0.2	1.5
